aDG glyco act: increases alpha dystroglycan glycosylation; activation, % at 10 µM; AID 624168; Pro5-aDG cells, alpha-DG glycosylation AlphaScreen (IIH6); 0% Pro5, 100% B10-LARGE cell signal; hit rate 0.22% among 360,000;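 active means activation of at least 8% versus controls, or a plate z-score of at least 8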;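 further: Pro5 are CHO cells carrying HIG-tagged alpha-DG that lacks glycosylation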
N-glyco inh: blocks N-linked glycosylation in D54 reporter cells; D54 ERlucT glycosylation luciferase reporter, 24 h; percent of 100 nM tunicamycin response; reporter increase, % at 12.5 µM; hit rate 0.23% among 360,000; AID 588692;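 active means mean luciferase reporter signal, scaled so untreated is 0 and the glycosylation-blocking control 100, at or above a set limit in every replicate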;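 further: luciferase carries N-glycosylation sites so blocking glycosylation raises the light; 0% = median of neutral control wells and 100% = median of 100 nM tunicamycin wells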
hiPSC survival: increases survival of single human iPS cells; AID 602274; survival enhancement, % at 20 µM; hit rate 0.044% among 360,000; hiPSC single-cell survival, ATPlite luminescence; 100% = ROCK inhibitor wells, 0% = DMSO; in the data active means survival enhancement above about 18%;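 further: cells exposed to compounds for 16 hours before the ATP read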
CaV13 FRET inh: Disruptors of the CACNA1D IQ motif to Ca2+-dependent inactivation inhibitor domain association, primary screening, Förster resonance energy transfer in intact living … | HEK cells, CFP/YFP FRET ICDI-IQ, plate reader, 10 min; percent FRET-ratio fall versus neutral wells | inhibition, % at 12.3 µM | hit rate 0.098% among 340,000;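 active means mean replicate inhibition of at least 30% and at least 1% of replicates passing that level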;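 further: 0% = median of the neutral control wells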
HTR2A ag: mouse HTR2A agonism via beta-arrestin recruitment. P35363. CHO-K1 mHTR2A beta-arrestin complementation, luminescence; percent of 30 µM serotonin response. activation, % at 7.6 µM. hit rate 0.66% among 360,000;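 active means activation above a run cutoff, the mean activation of all tested compounds plus 3 SD, cut at about 14% in these data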;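 further: 0% = plate median of compound wells and 100% = 30 µM serotonin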
Target sequence (P35363 whole entry, looked up): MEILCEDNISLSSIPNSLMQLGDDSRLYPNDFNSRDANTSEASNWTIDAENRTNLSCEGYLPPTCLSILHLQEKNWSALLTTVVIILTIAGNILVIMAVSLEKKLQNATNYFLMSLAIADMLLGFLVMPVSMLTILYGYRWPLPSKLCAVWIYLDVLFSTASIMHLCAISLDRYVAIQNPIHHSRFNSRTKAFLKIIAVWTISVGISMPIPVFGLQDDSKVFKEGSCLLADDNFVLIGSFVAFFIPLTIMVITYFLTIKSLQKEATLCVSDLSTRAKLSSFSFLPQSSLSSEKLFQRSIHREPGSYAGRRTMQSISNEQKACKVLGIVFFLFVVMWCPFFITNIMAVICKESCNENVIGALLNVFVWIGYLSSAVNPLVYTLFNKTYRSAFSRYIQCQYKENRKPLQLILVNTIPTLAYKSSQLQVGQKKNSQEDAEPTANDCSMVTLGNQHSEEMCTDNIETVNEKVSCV
Cardio protect: myocardial damage modulation in H9c2 cells | H9c2 cardiomyocytes, H2O2 injury protection, ATPLite, 2 h | protection from H2O2 cell death, % at 20 µM | hit rate 0.63% among 360,000;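 active means compounds giving at least 50% protection of heart cells from peroxide-induced death in the single-dose screen, raw or plate-pattern-corrected value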;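 further: 0% = DMSO wells with peroxide and 100% = DMSO wells without peroxide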
Exocytosis inh: blocks lytic granule exocytosis | AID 651702 | hit rate 0.66% among 360,000 | TALL-104 LAMP-1 surface exposure, flow cytometry; cells stimulated with thapsigargin and PMA | inhibition, % at 10 µM;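 active means inhibition above about 55%, limit read from the data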
ABCB6 inh MLPCN: human ABCB6 transporter inhibition. Q9NP58. K562-ABCB6 porphyrin accumulation, flow cytometry, 1 h; stronger effect = lower value. fluorescence ratio to DMSO, % at 10 µM. hit rate 0.19% among 360,000;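 active means fluorescence ratio to DMSO below 75%, the collection mean minus 3 SD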;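 further: signal is porphyrin accumulated inside mitochondria; 100% equals median channel fluorescence of DMSO control wells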
Vif imaging: inhibitors of HIV Vif | hit rate 0.35% among 340,000 | inhibition, % at 7.49 µM | AID 602346 | HEK293T cells, Vif self-association by quenched fluorescence, imaging, 24 h; in the data active means inhibition above about 50%, passing the limit was not always enough; further: some results filed as inactive read as strong as hits
PDI inh: inhibitors of human protein disulfide isomerase; hit rate 0.052% among 350,000; P07237; PDI insulin aggregation turbidity, A650, 90 min; inhibition, % at 10 µM; AID 588391;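 active means mean inhibition across replicates of 30% or more, whatever share of single replicates reach that level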;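 further: absorbance from insulin aggregation driven by PDI reduction with DTT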
Target sequence (P07237 whole entry, looked up): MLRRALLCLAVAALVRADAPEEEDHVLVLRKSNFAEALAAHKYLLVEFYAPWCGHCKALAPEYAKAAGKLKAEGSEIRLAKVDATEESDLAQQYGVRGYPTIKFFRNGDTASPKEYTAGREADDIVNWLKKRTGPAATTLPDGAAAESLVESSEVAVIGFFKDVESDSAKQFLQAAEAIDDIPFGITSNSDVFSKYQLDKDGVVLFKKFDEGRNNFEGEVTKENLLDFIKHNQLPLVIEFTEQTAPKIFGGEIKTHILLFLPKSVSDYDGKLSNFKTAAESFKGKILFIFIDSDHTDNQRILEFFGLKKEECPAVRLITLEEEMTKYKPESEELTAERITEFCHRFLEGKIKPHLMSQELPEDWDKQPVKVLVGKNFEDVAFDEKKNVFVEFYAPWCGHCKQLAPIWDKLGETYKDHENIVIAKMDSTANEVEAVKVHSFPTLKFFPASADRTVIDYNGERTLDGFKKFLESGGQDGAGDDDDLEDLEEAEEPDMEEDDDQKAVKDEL
Active calls of the source: *; x = no result given.

SMILES	aDG glyco act	N-glyco inh	hiPSC survival	CaV13 FRET inh	HTR2A ag	Cardio protect	Exocytosis inh	ABCB6 inh MLPCN	Vif imaging	PDI inh
COc1ccc(-c2csc3ncnc(N4CCN(c5ccccc5Cl)CC4)c23)cc1	0.5	-7.0	-0.4	-2.5	6.9	-7.5	9.7	99.0	-11.2	-5.8
O=C1C2CC=CCC2C(=O)N1c1nccs1 (configuration not stated)	0.3	1.2	5.7	-6.3	4.9	-1.7	7.0	107.0	26.0	-0.3
CCCCOC(=O)Nc1nc(CC(=O)OCC)cs1	-0.1	-0.6	-0.7	-4.4	7.9	7.1	-0.2	97.0	-3.0	-3.3
CCC(=O)Nc1sc2c(c1C(=O)N(C)C)CCCCC2	0.0	2.7	0.5	x	4.2	3.5	-1.5	87.0	-5.6	-3.8
COC(=O)Nc1ccc(S(=O)(=O)Nc2ncccn2)cc1	-0.2	0.5	2.3	2.9	0.2	-10.8	1.2	86.0	0.8	-4.8
CCCc1nn2c(=O)cc(CSCC(=O)Nc3ccc(F)cc3)nc2s1	0.1	-0.7	-0.5	-15.3	4.1	-1.2	-4.7	103.0	0.3	-0.4
Cc1nn(C)c(C)c1NC(=O)Nc1ccc(Cl)c(Cl)c1	0.0	0.2	-0.5	-2.3	4.1	-21.4	-1.0	97.0	-4.1	-12.6
COc1ccc(-c2nn(-c3ccccc3)cc2/C=N/O)cc1	0.0	4.1	0.8	-3.4	0.7	-5.0	3.3	103.0	-11.8	-8.0
CC(=O)Nc1ccc(C(=O)CSc2nnc(Cc3ccccc3)o2)cc1	0.0	0.6	0.6	-9.5	5.0	-1.1	-1.0	119.0	-3.1	-10.6
CC1Cc2cc(C3(O)C(=O)c4ccccc4C3=O)ccc2N1 (configuration not stated)	-0.1	0.4	-0.4	x	-0.2	-2.4	1.5	95.0	1.0	2.5
COc1cc(/C=C/C=C2/CC/C(=C/C=C/c3ccc(O)c(OC)c3)C2=O)ccc1O	-0.2	0.7	0.7	-6.1	0.9	26.6	26.1	386.0	-13.7	38.9*
CC(=O)c1ccc(S(=O)(=O)Nc2ccc(C(=O)NCC(c3ccccc3)N(C)C)cc2)cc1 (configuration not stated)	-0.1	-2.8	-0.7	-1.3	-7.0	3.1	-0.9	100.0	-1.8	-4.3
O=C(Nc1ccncc1)Nc1ccccc1Cl	0.4	0.6	-0.2	x	3.3	-9.1	-0.7	97.0	-32.1	3.7
Cc1nnc(SCC(=O)N(C)Cc2ccccc2)[nH]c1=O	0.2	-0.1	3.5	-0.2	-1.3	3.1	4.1	89.0	2.0	-3.2
CC(SC(=S)N1CCOCC1)C(=O)O (configuration not stated)	-0.1	-1.9	0.9	-5.7	10.3	-15.9	-2.5	103.0	-2.1	5.2

The closing 6 compounds of the section above come first, to join the parts:
SMILES	aDG glyco act	N-glyco inh	hiPSC survival	CaV13 FRET inh	HTR2A ag	Cardio protect	Exocytosis inh	ABCB6 inh MLPCN	Vif imaging	PDI inh
CC1Cc2cc(C3(O)C(=O)c4ccccc4C3=O)ccc2N1 (configuration not stated)	-0.1	0.4	-0.4	x	-0.2	-2.4	1.5	95.0	1.0	2.5
COc1cc(/C=C/C=C2/CC/C(=C/C=C/c3ccc(O)c(OC)c3)C2=O)ccc1O	-0.2	0.7	0.7	-6.1	0.9	26.6	26.1	386.0	-13.7	38.9*
CC(=O)c1ccc(S(=O)(=O)Nc2ccc(C(=O)NCC(c3ccccc3)N(C)C)cc2)cc1 (configuration not stated)	-0.1	-2.8	-0.7	-1.3	-7.0	3.1	-0.9	100.0	-1.8	-4.3
O=C(Nc1ccncc1)Nc1ccccc1Cl	0.4	0.6	-0.2	x	3.3	-9.1	-0.7	97.0	-32.1	3.7
Cc1nnc(SCC(=O)N(C)Cc2ccccc2)[nH]c1=O	0.2	-0.1	3.5	-0.2	-1.3	3.1	4.1	89.0	2.0	-3.2
CC(SC(=S)N1CCOCC1)C(=O)O (configuration not stated)	-0.1	-1.9	0.9	-5.7	10.3	-15.9	-2.5	103.0	-2.1	5.2
CCOC(=O)N1CCN(C(=S)NC(=O)c2cc(Br)ccc2Cl)CC1	0.0	0.6	-0.3	1.0	1.6	7.8	-1.0	97.0	1.5	0.0
Cc1ccc(-n2c(C)nc3c(cnn3-c3ccccc3Cl)c2=O)cc1C	0.1	1.6	0.5	-4.1	2.1	-3.1	0.2	97.0	-8.8	-0.5
CCCCC(=O)Nc1ccc(NC(=O)c2ccccc2OC)cn1	2.6	-2.1	-2.2	-4.1	-1.6	-1.2	2.1	97.0	-4.6	-3.2
O=C(Nc1ccc2c(c1)OCCO2)c1ccc(Br)c(S(=O)(=O)N2CCOCC2)c1	-0.3	-4.9	-0.8	x	2.1	2.7	-2.8	86.0	3.6	9.1
CN(C(=O)Cn1c(Cl)nc2c1c(=O)n(C)c(=O)n2C)C1CCS(=O)(=O)C1 (configuration not stated)	-0.1	1.2	-0.5	-4.2	6.5	-3.3	-0.4	101.0	5.1	0.2
CC(CN1CCOCC1)OC(=O)c1ccccc1Cl (configuration not stated)	-0.1	1.8	-0.5	-19.9	-11.3	-0.1	-5.0	100.0	3.7	5.1
CCNC(=O)c1ccccc1CCc1ccccc1	0.2	-0.4	0.1	-3.1	0.6	4.0	-2.2	97.0	5.6	0.4
COc1ccc(NC(=O)CSc2ccc(-c3sc(C)nc3C)nn2)cc1	0.1	0.0	-0.3	x	1.1	-1.4	0.3	85.0	5.1	-16.6
COc1ccc(-c2nc(C#N)c(N3CC(C)OC(C)C3)o2)cc1OC (configuration not stated)	0.2	2.7	2.0	-5.2	3.6	-7.1	-5.1	108.0	1.8	-0.8
O=C(NCC1CC1)c1onc(CSc2ccccc2)c1C(=O)NCC1CC1	0.1	-1.4	-0.6	-5.5	-3.8	3.4	-3.5	102.0	-4.5	-0.4
COc1ccccc1C(=O)NCCc1c(C)[nH]c2c(C)ccc(F)c12	0.2	-2.6	2.4	-2.3	-6.7	0.0	1.9	97.0	11.1	-1.4
COc1ccc(N(CC(=O)N2CCN(c3ccc(F)cc3)CC2)S(=O)(=O)c2c(C)n[nH]c2C)cc1	-0.3	-2.0	-2.1	-2.7	-5.3	11.8	-6.1	101.0	-2.2	7.9
Cc1ccc(NC(=O)CSCc2n[nH]c(=O)[nH]2)c(Br)c1	-0.3	0.2	1.4	-5.6	-1.2	6.7	2.1	100.0	2.3	-0.9
N#Cc1nc(COc2ccc(F)cc2)oc1NCCN1CCOCC1	-0.1	0.8	-1.0	-1.4	-3.6	1.0	-1.4	98.0	-13.5	8.5
O=C(Nc1ccc(OCc2ccccc2)cc1)c1cccnc1	0.4	-2.4	2.4	x	-2.9	-2.5	-1.3	101.0	0.1	-6.0
Cc1ccc(OCc2cc(C(=O)N(C)CCc3ccccc3)no2)cc1C	0.0	-1.6	-0.4	-7.8	-7.1	-2.6	-1.4	102.0	-6.9	-1.9
O=C(O)CSc1c(-c2ccccc2)[nH]c2ccccc12	-0.2	2.3	-0.6	-4.8	2.4	0.7	-2.2	103.0	-1.1	-2.0
O=C(Nc1ncc2c(n1)-c1ccccc1CC2)c1cccc(Cl)c1	-0.2	17.3	0.4	-6.0	-5.3	6.2	3.0	103.0	6.3	13.0
Cn1ccnc1SCC(=O)c1ccc([N+](=O)[O-])cc1	-0.4	1.7	2.8	4.3	2.9	9.1	-1.7	96.0	6.8	-2.8
CC(=O)c1ccc(N2C(=O)NC3(CCCCC3)C2=O)cc1	0.0	2.6	1.2	-0.1	-3.6	3.4	-1.2	95.0	2.7	-3.7
Cc1ccccc1C(=O)Nc1ccc(S(=O)(=O)N2CCOCC2)cc1	-0.2	-2.2	-0.6	x	3.0	-2.7	2.8	97.0	-0.4	1.6
NNc1nc2sc3c(c2c(=O)[nH]1)CCc1ccccc1-3	-0.5	-2.3	-2.1	0.2	-1.2	4.1	-0.1	103.0	-1.7	3.7
Cc1cn([C@H]2C[C@H](O)[C@@H](CNC/C=C/c3ccccc3[N+](=O)[O-])O2)c(=O)[nH]c1=O	-0.1	2.1	4.9	-6.1	-6.6	23.4	-6.6	106.0	-0.5	-2.7
CCc1ccc2[nH]c(O)c(N=Nc3nc(-c4ccccc4)cs3)c2c1	-0.3	0.7	2.9	-6.7	-7.8	25.4	-2.2	105.0	-4.5	-4.4
CCOc1ccc(NC(=O)CN(C)CC(=O)Nc2ccc(F)c(F)c2F)cc1OCC	-0.1	1.5	-0.5	4.3	4.8	-4.1	-1.3	101.0	0.7	0.4
COc1cc2cc(C(=O)N(C)C3CCS(=O)(=O)C3)[nH]c2cc1OC (configuration not stated)	0.0	0.0	1.1	-6.7	-3.5	-4.4	-4.5	102.0	6.1	3.4
CCCCn1c(CN2CCN(CCO)CC2)nc2ccccc21	-0.1	4.1	-0.3	-3.9	0.4	9.6	-0.7	96.0	12.4	4.3
Cc1ccc(-c2sc(C)nc2CC(=O)O)cc1	-0.1	1.6	1.7	-0.2	4.0	1.7	3.1	101.0	14.9	-4.3
CCCc1ccc2oc(C(=O)N(Cc3nccn3C)C(C)C)c(C)c2c1	0.4	-1.6	0.2	-7.6	-0.2	-2.1	9.6	101.0	-4.5	1.5
O=C(c1ccccc1)c1nn(-c2ccc(Cl)cc2)cc1C(=O)c1cc2ccccc2oc1=O	0.9	-2.1	-0.6	-3.8	7.2	-2.1	-0.8	100.0	-4.5	9.8
CCCNC(=O)Cc1c(O)c2ccccc2[nH]c1=O	-0.1	5.4	1.6	-3.2	1.8	14.8	-0.9	94.0	2.0	-16.1
CCc1ccc(NC(=O)C(C)OC(=O)C2CCN(c3ccc(C(F)(F)F)cn3)CC2)cc1 (configuration not stated)	-0.2	2.5	-0.3	-5.9	-0.5	-4.6	-0.1	99.0	9.7	-0.6
Cc1ccc(-c2ocnc2C(=O)Nc2ccccc2C(=O)N2CCCC2)cc1	0.0	1.4	3.7	-4.1	9.0	0.8	-8.6	94.0	0.3	-0.6
O=C(NC1CCCCCC1)C1CCN(S(=O)(=O)c2cccc3cccnc23)CC1	0.0	-1.6	1.1	-0.2	3.9	-1.7	4.7	95.0	-0.1	0.9
Clc1ccc(Cc2ccccc2)nn1	0.0	-0.5	-1.6	-5.9	0.3	1.9	-2.6	98.0	-7.0	-3.8
COc1ccc(C(C(=O)Nc2c(C)cccc2C)n2c(=O)c(-c3ccco3)nc3ccccc32)cc1 (configuration not stated)	-0.2	x	x	-11.5	-1.2	x	-1.0	x	x	x
CC(Cc1cccs1)NC(=O)Nc1ccc(Cl)c(Cl)c1 (configuration not stated)	0.2	-4.6	1.7	-4.6	-4.3	-14.3	-2.5	102.0	-13.3	1.0
O=C(Nc1ccccc1F)c1ccc(-c2cccc([N+](=O)[O-])c2)o1	-0.2	-1.1	0.5	-6.4	-6.4	2.7	1.1	103.0	5.3	6.0
COc1cc(C(=O)OCC(=O)NC(C)CCc2ccccc2)cc(OC)c1OC (configuration not stated)	0.2	1.1	1.5	-3.2	5.5	-0.6	-6.0	101.0	-10.3	0.9
Cc1ccccc1COc1ccc(/C(O)=C2/C(=O)C(=O)N(CCCn3ccnc3)C2c2ccco2)cc1 (configuration not stated)	-0.1	-2.6	0.7	-1.4	-1.1	5.4	1.9	102.0	7.3	-5.7
O=C(NCCc1ccccc1)c1cnc(Cl)c(Cl)c1	-0.1	1.2	-0.6	-19.9	-6.0	1.9	-2.8	100.0	-0.3	4.3
